14-3-3 Bad PPI: inhibitors of 14-3-3 zeta/Bad binding, primary screen, biochemical, TR-FRET, bovine 14-3-3 zeta; 14-3-3 protein zeta/delta (Bos taurus), P63103; TR-FRET 14-3-3zeta/Dy647-pBad peptide displacement, 1 h; inhibition, % at 21.7 µM; hit rate 0.71% among 220,000; AID 781, 2007;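 active means inhibition above about 70%, limit read from the data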;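 further: 0% = full 14-3-3 plus peptide FRET controls and 100% = background without 14-3-3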
Target sequence (P63103 whole entry, looked up): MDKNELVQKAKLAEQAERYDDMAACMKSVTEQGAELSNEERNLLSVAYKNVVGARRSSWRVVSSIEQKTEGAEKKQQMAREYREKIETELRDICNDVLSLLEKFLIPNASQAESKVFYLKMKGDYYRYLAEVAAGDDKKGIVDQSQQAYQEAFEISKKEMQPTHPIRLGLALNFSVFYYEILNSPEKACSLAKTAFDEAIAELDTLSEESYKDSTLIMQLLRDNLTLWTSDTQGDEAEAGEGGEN
Furin inh: human furin inhibitors, primary screen, biochemical, fluorescence intensity; P09958; purified furin, fluorogenic substrate cleavage; inhibition, % at 30 µM; hit rate 0.061% among 220,000; AID 463115, 2010; in the data active means inhibition above about 25%; further: inactives centre near -15
Cl transport mod: KCC2 cotransporter modulators, thallium flux, primary screen, cell-based, HEK293 KCC2, FluoZin-2 fluorescence, MLSMR | hit rate 2.2% among 190,000 | B-score of Tl+ flux slope (higher = more flux/activation; lower = inhibition) at 10 µM | AID 1456, 2008 | KCC2 cells, thallium flux FluoZin-2 fluorescence | Solute carrier family 12 member 5 (Homo sapiens), Q9H2X9;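 active means thallium flux slope and its plate-corrected score both differing from the plate sample mean at a set confidence after two filtering rounds, in either direction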;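 further: slope of fluorescence scaled to starting intensity during 10 to 20 s after thallium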
eIF4E-4G inh: eIF4E–eIF4G protein interaction inhibitors, primary screen, biochemical, uHTS, TR-FRET, eIF4GI fragment | hit rate 0.37% among 220,000 | TR-FRET eIF4E-eIF4GI(517-606) binding, 2 h | inhibition, % at 21.7 µM | Eukaryotic translation initiation factor 4E (Mus musculus) + Eukaryotic translation … | AID 782, 2007;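 further: 0% = full FRET control wells and 100% = background wells lacking eIF4GI fragment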
Thrombin inh: human alpha-thrombin inhibitors, primary screen, counter-screen for coagulation protease inhibitor project, biochemical, 1536-well, fluorogenic AMC substrate. Prothrombin (Homo sapiens), P00734. Boc-VPR-AMC fluorogenic substrate cleavage. inhibition, % at 5 µM. hit rate 0.26% among 220,000. AID 1046, 2008;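 active means inhibition at or above 40%; inactive means inhibition below 40%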;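 further: 0% = enzyme with no compound and 100% = wells without enzyme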
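signal = AMC fluorescence, 355/460 nm | material = human alpha-thrombin enzyme | control set = enzyme without compound as high, wells lacking enzyme as low | times = reaction at room temperature | read-out basis = percent inhibition scaled between no-compound controls and no-enzyme blanks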
EBV gp42 inh: Epstein-Barr virus gp42 inhibitors, primary screen, biochemical, uHTS, fluorescence polarization; hit rate 0.42% among 220,000; inhibition, % (tested at 21.74 µM); Glycoprotein 42 (Epstein-Barr virus (strain AG876)), Q1HVG2; Fluorescence polarization binding assay, mP read-out; in the data active means inhibition above about 50%
hK5 inh: human KLK5 protease inhibitors, primary screen, biochemical, 1536-well; Kallikrein-5 (Homo sapiens), Q9Y337; recombinant hK5, fluorogenic AMC substrate cleavage; inhibition, % at 5 µM; hit rate 0.59% among 210,000;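 active means inhibition of 40% or more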;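 further: 0% = enzyme controls without compound and 100% = no-enzyme blanks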
p47phox inh: p47phox/p22phox peptide binding inhibitors, primary screen, biochemical, uHTS, NADPH oxidase regulatory subunit. Neutrophil cytosol factor 1 (Homo sapiens), P14598. fluorescence polarization, 2 h. inhibition, % at 24.7 µM. hit rate 0.53% among 220,000. AID 1274, 2008;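 further: 0% = p47phox with labelled peptide and 100% = labelled peptide alone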
Target sequence (P14598 whole entry, looked up): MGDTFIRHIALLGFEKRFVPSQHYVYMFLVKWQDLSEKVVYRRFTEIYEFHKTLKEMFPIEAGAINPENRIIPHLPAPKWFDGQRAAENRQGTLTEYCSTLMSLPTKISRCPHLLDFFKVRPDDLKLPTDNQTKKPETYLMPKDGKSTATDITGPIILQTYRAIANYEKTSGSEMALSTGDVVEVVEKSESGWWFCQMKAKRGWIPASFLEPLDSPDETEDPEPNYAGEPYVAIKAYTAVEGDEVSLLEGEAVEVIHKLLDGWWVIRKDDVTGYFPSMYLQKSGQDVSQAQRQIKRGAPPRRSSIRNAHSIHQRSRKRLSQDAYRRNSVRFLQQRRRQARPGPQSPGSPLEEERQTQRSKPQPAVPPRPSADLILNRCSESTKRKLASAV
Rad51 HR inh: human RAD51 strand exchange inhibitors, primary screen, biochemical, fluorescence. DNA repair protein RAD51 homolog 1 (Homo sapiens), Q06609. hRad51 DNA strand exchange, fluorescence dequenching. inhibition, % at 10 µM. hit rate 0.085% among 200,000;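 active means inhibition above 40% at the single screening dose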;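 further: 0% = DMSO control wells and 100% = blanks with heterologous ssDNA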
Target sequence (Q06609 whole entry, looked up): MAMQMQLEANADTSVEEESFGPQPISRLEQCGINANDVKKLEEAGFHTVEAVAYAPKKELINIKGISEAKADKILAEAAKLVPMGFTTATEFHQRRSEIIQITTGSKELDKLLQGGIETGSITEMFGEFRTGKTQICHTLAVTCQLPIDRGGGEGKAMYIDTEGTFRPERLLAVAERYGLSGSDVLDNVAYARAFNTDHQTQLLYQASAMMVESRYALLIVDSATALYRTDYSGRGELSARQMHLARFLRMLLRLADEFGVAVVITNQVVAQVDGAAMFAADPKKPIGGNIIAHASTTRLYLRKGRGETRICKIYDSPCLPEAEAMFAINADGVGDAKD
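Read-out basis: percent inhibition relative to plate controls and blanks / Assay system: human Rad51 nucleoprotein filaments preassembled on unlabelled ssDNA / Timing: filaments 15 min 37 °C, then compound 30 min / Control set: per-plate controls and blanks / Technique: fluorescence dequenching at 485/520 nm / Compound: 10 µM final, single point / Also added: Fluorescein- and BHQ1-tagged 47-mer duplex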
Active calls of the source: *; . = no result given; [ ] = dose if it differs, or a comment.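 How the source made its calls, unless noted: active means inhibition above about 30% (limit read from the data); inactive means the rest.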

SMILES	14-3-3 Bad PPI	Furin inh	Cl transport mod	eIF4E-4G inh	Thrombin inh	EBV gp42 inh	hK5 inh	p47phox inh	Rad51 HR inh
CC(C)CC1C(C#N)=C(N)OC2=C1C(=O)CC(c1ccccc1)C2 (stereo unspecified)	-11	-13	.	3	3	-12	6	-13	.
CCN(CC(=O)Nc1sc2c(c1C#N)CCCC2)CC(=O)NC1CCS(=O)(=O)C1 (stereo unspecified)	-15	-19	0.85	4	-5	-15	-4	-3	4
O=C(CC1C(=O)NCCN1C(=O)Nc1ccccc1)Nc1ccc2c(c1)OCCO2 (stereo unspecified)	2	5	1.1	-5[fluorescence artefact?]	4	-14	-8	-16	-4
Cc1cc(-c2ccccc2)nc2cc(C(=O)NCc3ccco3)nn12	-10	-20	-1.4	17	-9	2	7	-9	2
COCCN(C(=S)Nc1ccccc1OC)C1CCN(C(C)=O)CC1	-19[fluorescence artefact?]	-11	-0.038	1	-1	-14	-17	-1	7
O=C(CSc1nnc(-c2cccnc2)o1)c1cc2ccccc2oc1=O	1	-12[20 µM]	-1	1	-1	-1	1	-10	1
COc1ccc(C2NC(c3ccc(OC)cc3OC)C(C)C(=O)C2C)c(OC)c1 (stereo unspecified)	23	-35	-0.25	1	-4	-7	2	0	6
O=C(O)CCOc1ccc2c(c1)OCCO2	-2	-30	0.069	-1	-3	0	-1	-7	1
O=C(Nc1ncccn1)c1ccc(C(F)(F)F)cc1	-6	-12	0.38	4	-5	3	-8	-5	.
Cc1ccc2c(c1)NC(=O)c1cc([N+](=O)[O-])ccc1O2	5	-12	0.33	-2	-2	-1	-1	-20	7
COc1ccc(CCNC(=O)Cn2nc([N+](=O)[O-])c(Br)c2C)cc1OC	37[fluorescence artefact?]	-5	0.56	-1	16	15	37	2	.
O=C(O)c1cc2nc(-c3ccccc3)cc(-c3ccccc3)n2n1	-5	-12	-0.55	11	-12	-15	-5	-9	1
CCN(CC)CCSc1nnc(Nc2ccccc2)n1-c1ccccc1	-17	-29	0.27	2	-3	-20	-4	-3	0
COc1ccc(/C=N/Nc2ccccn2)cc1O	-9	9	0.028	2	-10	-22	0	-11	.
O=C(O)C1CCCCC1C(=O)Nc1ccc2c(c1)CCC2 (stereo unspecified)	7	-15[20 µM]	-0.22	6	-1	-18	-14	4	-4
CC(C)Sc1nc2ccsc2c(=O)[nH]1	-10	-19	-0.95	0	-6	-4	-1	-6	3
O=C(Nc1ccccc1F)C1C2C=CC3(O2)C1C(=O)N(c1cccnc1)C3C(=O)NC1CCCCC1 (stereo unspecified)	-12[fluorescence artefact?]	-18	-6.4*	-1[fluorescence artefact?]	6	-23	-6	-5	5
Cn1c(Sc2nc3ccccc3n2C)nc2ccccc21	-10[fluorescence artefact?]	-17	0.054	-8[fluorescence artefact?]	-2	0	-18	7	4
COc1ccc(NC(=O)CSc2nc(-c3ccc(C)cc3)cc(C(F)(F)F)c2C#N)cc1	6	-36[20 µM]	1.2	-24	-1	-23	-20	-18	-8
COc1cc(NC(=O)C2CCCN(S(=O)(=O)c3cnc[nH]3)C2)cc(OC)c1 (stereo unspecified)	1	-19	0.057	-1	-9	2	29	1	2
Cc1ccc(S(=O)(=O)c2cc3ccccc3oc2=O)cc1	18	-19	0.23	13	7	6	-3	9	34
Cc1ccc(S(=O)(=O)Nc2nc3ccccc3s2)cc1[N+](=O)[O-]	-5	-20	-3.4	0	-5	-7	6	-14	0
CCOC(=O)Cc1csc(NC(=O)CSc2nc3sc(C(=O)O)c(C)c3c(=O)[nH]2)n1	.	-10[20 µM]	-2.7	.	2	-29	0	-8	4
O=C(O)CCSc1nc(C(F)(F)F)cc(=O)n1-c1ccccc1	7	-27[20 µM]	.	-1	-7	-20	-24	-15	4
COCCN1CN=C(Nc2nc3ccccc3o2)NC1	-15[fluorescence artefact?]	-11[20 µM]	-0.65	3	-1	-12	7	-1	-7

Part of the list above, with two lines to a compound:
Each structure is followed by: 14-3-3 Bad PPI, Furin inh, Cl transport mod, eIF4E-4G inh, Thrombin inh, EBV gp42 inh, hK5 inh, p47phox inh, Rad51 HR inh
O=C(O)CCOc1ccc2c(c1)OCCO2
  -2, -30, 0.069, -1, -3, 0, -1, -7, 1
O=C(Nc1ncccn1)c1ccc(C(F)(F)F)cc1
  -6, -12, 0.38, 4, -5, 3, -8, -5, .
Cc1ccc2c(c1)NC(=O)c1cc([N+](=O)[O-])ccc1O2
  5, -12, 0.33, -2, -2, -1, -1, -20, 7
COc1ccc(CCNC(=O)Cn2nc([N+](=O)[O-])c(Br)c2C)cc1OC
  37[fluorescence artefact?], -5, 0.56, -1, 16, 15, 37, 2, .

Going on with the list:
SMILES	14-3-3 Bad PPI	Furin inh	Cl transport mod	eIF4E-4G inh	Thrombin inh	EBV gp42 inh	hK5 inh	p47phox inh	Rad51 HR inh
COc1ccc(C2SCCN2S(=O)(=O)c2ccccc2)cc1 (stereo unspecified)	-2	-16	-0.38	1	-13	3	5	-1	14
Cc1c(-n2c(=S)[nH]c3ccccc3c2=O)c(=O)n(-c2ccccc2)n1C	-10	-6[20 µM]	0.98	-12	-1	1	-37	-192	-6
Cc1ccc(CNC(=O)CN(Cc2ccccc2)S(C)(=O)=O)cc1	2[fluorescence artefact?]	-20[20 µM]	1.9	0	-5	-3	-12	-12	4
CS(=O)(=O)c1ccc2nc(NC(=O)c3ccc(Cl)nc3)sc2c1	-2	-6	-0.74	1	3	-13	10	-2	-10
CCCCCCC(=O)Oc1ccc(N2C(=O)CCC2=O)cc1	2	-12	.	2	15	-13	4	6	2
CN(Cc1cc2ccccc2[nH]c1=O)C(=O)C1CCCCC1	-2	-24	.	-2	2	-12	2	2	-3
Cn1c(=O)c(=O)n(C)c2cc(S(=O)(=O)N3CCCCCC3)ccc21	-5	-25	-0.34	6	-3	-18	2	-14	1
CC(C)CN(CC(C)C)C(=O)Nc1ccc(F)cc1F	2	-17	-0.019	-3	-11	-10	0	-6	.
Cc1ccc(C(c2nnnn2CS(=O)(=O)c2ccc(C)cc2)N2CCC(C(N)=O)CC2)cc1 (stereo unspecified)	-11	-24	-0.24	6	-4	-6	-8	-7	8
Cc1c(C)n(CC(O)CN2CCCCC2)c2ccccc12 (stereo unspecified)	36	-16[20 µM]	0.26	2	-4	-3	-6	-7	7
CNC(=O)Cn1c(=O)n(C)c2ccccc21	4	-17[20 µM]	-0.051	2	-2	-6	-11	-2	-1
O=C(NCc1nc2ccccc2[nH]1)C1=C[C@@H](c2ccc(Br)cc2)C[C@@H](OCCCCO)O1	-8	-25	-0.89	-1	-1	-1	2	-5	2
OCCN1CCN(CC(O)COc2ccc3ccccc3c2)CC1 (stereo unspecified)	17[fluorescence artefact?]	-15[20 µM]	0.38	5[fluorescence artefact?]	-3	-14	0	-5	8
CC1(/[N+]([O-])=C\c2ccccc2F)CCCCC1=O (stereo unspecified)	-1	-21	-0.15	-3	-9	-5	-6	1	21
CC(=O)N1CCN(S(=O)(=O)c2ccc(S(=O)(=O)NC3CC3)cc2)CC1	-9[fluorescence artefact?]	-5[20 µM]	.	-5[fluorescence artefact?]	0	-12	-30	1	-3
O=C(c1ccccc1F)N1CCN(c2ccc([N+](=O)[O-])c3ncccc23)CC1	-13	3	-0.44	2[fluorescence artefact?]	-11	4	-7	10	7
CC(C)(C)C(=O)/C=C(\N)c1ccncc1	54[fluorescence artefact?]	2	-0.021	-1	0	-8	-23	-11	12
CCc1nnc(NS(=O)(=O)c2ccc(NC(=O)c3cc(Cl)ccc3Cl)cc2)s1	1	-14	-0.011	2	4	-6	-11	0	-42
COc1ccc(OCCOC(=O)c2cccc(-n3cnnn3)c2)cc1	-2	-13[20 µM]	-1	0	-1	-24	-2	-11	-5
O=C(NCCCN1CCOCC1)c1cccnc1SCc1ccccc1Cl	-9	-20	-0.59	5	-12	-2	-5	-11	17
C=CCn1c(C)cc(C2=NNC(=Nc3ccc(C)cc3)SC2)c1C	-6	-16	0.054	1	-10	-8	-1	-19	-2
CCCCCCCC(=O)NN1CCOCC1	-7	-13[20 µM]	0.62	10[fluorescence artefact?]	7	-7	-10	-8	.
O=C(Nc1ccc(F)cc1)Nc1ccc([N+](=O)[O-])cn1	1	-12	-0.13	6	-8	-3	3	0	19
COc1ccc(C2c3cc(OC)c(OC)cc3CCN2C2CC(=O)N(c3ccccc3)C2=O)cc1OC (stereo unspecified)	2	-7[20 µM]	.	-2	-3	-4	2	-4	-7
CCOc1cc(S(=O)(=O)N2CCC(Cc3ccccc3)CC2)c(OCC)cc1-n1cnnn1	8	-18	-1.1	0	-3	-1	10	-5	-3
SMILES	14-3-3 Bad PPI	Furin inh	Cl transport mod	eIF4E-4G inh	Thrombin inh	EBV gp42 inh	hK5 inh	p47phox inh	Rad51 HR inh
O=C(/C=C/c1ccc2c(c1)OCO2)Nc1nc2ccc(F)cc2s1	27	7	-0.029	-2	-6	-8	-4	-5	-4
CC(C)CCNC(=O)C1CCN(S(=O)(=O)c2ccc3c(c2)CCC(=O)N3)CC1	1	-28	.	2	1	-6	-6	-9	6
OCCC1CN(Cc2cccc3nccnc23)CCN1Cc1ccc(F)cc1 (stereo unspecified)	0	-10	1.2	2	-9	-15	0	7	.
COc1ccc(/C=N/NC(=O)C(=O)/C=C2\NC3(CCCC3)Cc3ccccc32)cc1	-4	-11	-0.67	-1[fluorescence artefact?]	2	-11	-4	-37	-3
Fc1ccc(NC(=S)NCCc2ccccc2)c(F)c1F	-6	-8[20 µM]	-0.71	-1	5	-23	-4	5	4
N#CCC(CNc1ncc(C(F)(F)F)cc1Cl)OC(=O)c1ccc(Cl)cc1Cl (stereo unspecified)	-19[fluorescence artefact?]	-13[20 µM]	.	3	14	3	17	-1	-4
CC(C)COc1nc2c(c(=O)n(C)c(=O)n2C)n1C	-3	-16	-0.34	4	0	-14	-3	-3	17
CC(C)NC(=O)Cn1c(SCC(=O)N2c3ccccc3CC2C)nc2ccccc21 (stereo unspecified)	2	-24	-4.3	0	-11	-20	3	-13	-5
Cc1ccc(OCc2nnnn2-c2ccccc2)cc1	10	-6	0.38	-1	-6	-10	4	-6	-6
O=C1CN2C(=Nc3ccc(Br)cc3C2c2ccccc2)CCN1 (stereo unspecified)	1	-12	.	-13	-1	5	0	8	-1
COc1ccc(CN(CC(=O)NCc2ccco2)C(=O)CCC(=O)Nc2ccccn2)cc1	3[fluorescence artefact?]	-25	0.3	-3[fluorescence artefact?]	1	-14	-13	1	-1
C#Cc1ccc(C(=O)NCc2ccc(N3CCCC3=O)cc2)cc1	-20	-29	.	1	3	17	-13	-9	-6
Cc1ccc(S(=O)(=O)N(C)C)cc1NC(=O)/C=C/c1cccs1	-24	-3	0.55	13[fluorescence artefact?]	-6	-3	-16	-18	-7
COC(=O)c1ccc(-n2cnc3ccccc32)nc1	-10	-26	-0.11	0	2	-12	0	0	.
Fc1ccccc1COc1ccc(/C=N/n2cnnc2)cc1	-2	-28	-0.44	4	-8	-18	-17	-7	4
O=C(Nc1ccc2c(c1)OCCO2)c1ccccn1	-21	-7	-0.47	5	-16	-15	-1	-2	12

Rows are unselected; 4.7% or so of the library scored in one or more.
